TrxR1 substrate = qHTS Assay for Substrates of Mammalian Selenoprotein Thioredoxin Reductase 1 (TrxR1): qHTS. hit rate 0.01% among 390,000. Potency, µM (top dose mostly 114 µM), without a hit: at the highest dose activity change, negative = substrate turnover. Thioredoxin reductase 1, cytoplasmic (Rattus norvegicus), O89049. purified TrxR1 substrate turnover, NADPH consumption readout; also: potency is read from the fitted curve at half-maximal effect; % is scaled to controls: 0 for no effect and ±100 for the full control effect; nearly all actives have a fitted effect of over 50% in size
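Rat TrxR1, dispensed at 90 nM, was prereduced with 400 uM NADPH (final) for 5 min at ~22 deg C, then incubated with compound 15 min before 400 uM selenite. A first-read NADPH fluorescence drop versus no-compound background flagged substrates.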
IDH1 R132H inh = qHTS for Inhibitors of mutant isocitrate dehydrogenase 1 (IDH1): qHTS | IDH1-R132H enzyme, NADPH consumption, diaphorase/resazurin fluorescence | Potency, µM (top dose mostly 76.6 µM), inactives show at the highest dose activity change, negative = inhibition, hits mostly inhibitors | hit rate 0.093% among 390,000; also: potency is read from the fitted curve at half-maximal effect; % is scaled to controls: 0 for no effect and ±100 for the full control effect; nearly all actives have a fitted effect of over 65% in size
Target sequence (O75874 whole entry R132H, stated change not applied): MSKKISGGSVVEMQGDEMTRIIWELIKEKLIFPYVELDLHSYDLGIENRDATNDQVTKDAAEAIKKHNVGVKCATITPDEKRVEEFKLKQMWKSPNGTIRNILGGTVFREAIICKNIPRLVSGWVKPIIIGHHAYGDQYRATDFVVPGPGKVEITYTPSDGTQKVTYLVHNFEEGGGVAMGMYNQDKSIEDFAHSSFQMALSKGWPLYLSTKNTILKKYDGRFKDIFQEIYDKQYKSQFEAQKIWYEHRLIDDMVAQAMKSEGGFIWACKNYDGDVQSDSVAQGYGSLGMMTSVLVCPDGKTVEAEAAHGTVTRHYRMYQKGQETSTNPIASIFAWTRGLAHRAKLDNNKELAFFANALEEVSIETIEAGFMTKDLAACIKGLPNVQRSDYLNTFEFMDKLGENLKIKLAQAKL
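IDH1-R132H (0.5 ug/mL) preincubated 30 min with compound, then NADPH (0.016 mM) and alpha-KG (2 mM) added; 80 min at RT, pH 7.5. Remaining NADPH coupled via diaphorase/resazurin to fluorescence (540/590 nm); concentration-response curves normalized to no-enzyme control.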
TRHR PAM = qHTS for Small Molecule Agonists and Allosteric Enhancers of Human TRH Receptor: Primary Screen for Enhancers; TRHR cells, fluo-8 calcium fluorescence, EC20 TRH enhancement; enhancement, % at 2 µM; hit rate 0.66% among 360,000; Thyrotropin-releasing hormone receptor (Homo sapiens), P34981; in the data active = enhancement above about 30%; also: 0% is about no effect
Target sequence (P34981 whole entry, looked up): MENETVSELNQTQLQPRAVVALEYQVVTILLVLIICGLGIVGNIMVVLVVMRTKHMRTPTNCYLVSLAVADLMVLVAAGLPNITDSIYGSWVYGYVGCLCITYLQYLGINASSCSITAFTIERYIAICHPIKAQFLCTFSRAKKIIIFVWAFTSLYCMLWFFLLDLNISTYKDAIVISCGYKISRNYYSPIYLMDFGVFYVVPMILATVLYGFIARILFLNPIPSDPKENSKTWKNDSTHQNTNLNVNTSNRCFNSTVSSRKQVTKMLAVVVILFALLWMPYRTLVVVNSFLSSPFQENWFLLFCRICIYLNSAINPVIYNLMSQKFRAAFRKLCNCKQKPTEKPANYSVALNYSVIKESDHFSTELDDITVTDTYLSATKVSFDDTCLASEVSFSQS
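Enhancer read-out: after compound pinning and an initial kinetic agonist-mode read, an EC20 of TRH (10 nM final) was injected and fluo-8 calcium signal (Ex 480/Em 530) followed at 1 s/cycle for 100 cycles in TRHR-expressing cells.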
USP1 inh = Inhibitors of USP1/UAF1: Primary Screen | Potency, µM (doses to about 57.1 µM), for the others: at the top dose activity change, negative = inhibition, hits mostly inhibitors | hit rate 0.23% among 390,000 | recombinant USP1/UAF1, Ub-Rhodamine cleavage fluorescence | Ubiquitin carboxyl-terminal hydrolase 1 (Homo sapiens), O94782 | AID 743255, 2014; also: potency is read from the fitted curve at half-maximal effect; % is scaled to controls: 0 for no effect and ±100 for the full control effect; nearly all actives have a fitted effect of over 60% in size; inactives centre near -12
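USP1/UAF1 complex (1 nM) preincubated 15 min at room temperature with compound, then Ub-Rho substrate (150 nM final) added. Kinetic fluorescence at 480/540 nm over 6 reads at 60 s intervals; 50 mM HEPES pH 7.8, 0.5 mM EDTA, 0.1 mg/ml BSA, 1 mM TCEP, 0.01% Tween-20.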
D2 antag = HTS Assay for Allosteric Antagonists of the Human D2 Dopamine Receptor: Primary Screen for Antagonists; D(2) dopamine receptor (Homo sapiens), P14416; HEK293 TREx D2 cells, calcium flux, dopamine EC80; inhibition, % at 10 µM; hit rate 2% among 340,000; AID 485344, 2010; in the data active = inhibition above about 30%; also: 0% is about no effect
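Calcium mobilization kinetics were recorded at 1 s intervals in tetracycline-induced HEK293 T-REx D2 cells, first for 180 s after compound addition and then 180 s after EC80 dopamine.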
TRHR agonist = qHTS for Small Molecule Agonists and Allosteric Enhancers of Human TRH Receptor: Primary Screen for Agonists; Thyrotropin-releasing hormone receptor (Homo sapiens), P34981; TRHR cells, calcium flux fluo-8, FDSS agonist mode; activation, % at 2 µM; hit rate 0.18% among 360,000; AID 493084, 2011; in the data active = activation above about 30%; also: 0% is about no effect
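Steps: seed TRHR cells overnight; add fluo-8 no-wash Ca dye, RT 30 min–1.5 h; record 10 s baseline; pin-transfer compounds; monitor fluorescence 1 cycle/s for the agonist window. Calcium increases flag candidate agonists.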
TrxR1 inh = qHTS Assay for Inhibitors of Mammalian Selenoprotein Thioredoxin Reductase 1 (TrxR1): qHTS. hit rate 1% among 390,000. recombinant rTrxR1, NADPH fluorescence consumption, selenite substrate. Potency, µM (highest dose often 114 µM), for inactives: top-dose activity change, negative = inhibition, hits mostly inhibitors. Thioredoxin reductase 1, cytoplasmic (Rattus norvegicus), O89049; also: potency is read from the fitted curve at half-maximal effect; % is scaled to controls: 0 for no effect and ±100 for the full control effect; nearly all actives have a fitted effect of over 65% in size
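Rat TrxR1 (90 nM in the dispensed reagent) was pre-reduced with 400 uM NADPH for 5 min at room temperature, then incubated with compound for 15 min. After 400 uM selenite was added, NADPH fluorescence (Ex 340/Em 450 nm) was followed for 8 min.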
D2 ag = HTS Assay for Allosteric Agonists of the Human D2 Dopamine Receptor: Primary Screen for Agonists | HEK293 T-REx D2 cells, calcium flux agonist mode | hit rate 0.53% among 340,000 | D(2) dopamine receptor (Homo sapiens), P14416 | activation, % at 2 µM;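 active = activation over 3 SD above normal in the single-dose calcium agonist read, cut at about 30% in these data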; also: 0% is about no effect
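Tetracycline-induced HEK293 Trex cells with D2 receptor force-coupled to calcium signaling, plated overnight at 30 C and loaded with no-wash calcium dye. Calcium flux read kinetically for 180 s after compound addition; responses flag agonists.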
Pin1 inh = qHTS Assay to Find Inhibitors of Pin1; AID 504891, 2011; Potency, µM (top dose mostly 115 µM), for inactives: top-dose activity, negative = inhibition, usual class: inhibitors; hit rate 0.009% among 390,000; Pin1 FP peptide displacement, HiFluor488, 10 min; Peptidyl-prolyl cis-trans isomerase NIMA-interacting 1 (Homo sapiens), Q13526; active = well fitted inhibition curve with a large enough effect in the polarisation, with a control signal flat, not every such curve was filed as active; inconclusive = small, poorly fitted or top-dose-only effect, or effect the other way, or a change in a side signal; inactive = no such curve, though single readings can be large or run the other way; the % refers to the polarisation; also: potency is read from the fitted curve at half-maximal effect; % is scaled to controls: 0 for no effect and ±100 for the full control effect
Target sequence (Q13526 whole entry, looked up): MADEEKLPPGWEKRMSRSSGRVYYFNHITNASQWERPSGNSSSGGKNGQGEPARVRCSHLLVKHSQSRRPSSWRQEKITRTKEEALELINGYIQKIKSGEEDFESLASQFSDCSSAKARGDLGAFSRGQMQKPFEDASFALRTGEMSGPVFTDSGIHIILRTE
Starred values were filed as active, the others as inactive; [ ] = remark or other dose. Unless noted, calls follow the shape of the dose curve; as a rule, active = well fitted inhibition curve with a large enough effect; inconclusive = small, poorly fitted or top-dose-only effect; inactive = no such curve, though single readings can be large or run the other way. Not all compounds are listed, so the mix of outcomes need not match the whole.

What do the screens show for `O=C(O)c1cc(S(=O)(=O)Nc2ccc(N3CCCCC3)cc2)ccc1Cl`?
TrxR1 substrate: 14%[57.1 µM]; IDH1 R132H inh: 3%; TRHR PAM: 3; USP1 inh: -11%; D2 antag: 0; TRHR agonist: 0.2; TrxR1 inh: 23%[57.1 µM]; D2 ag: 0.0; Pin1 inh: -9%

How did CCc1nnc(NC(=O)CSc2nnc3nc(C)cc(C)n23)s1 do in these assays?
TrxR1 substrate: 8%; IDH1 R132H inh: -2%; TRHR PAM: -5; USP1 inh: -22%; D2 antag: -8; TRHR agonist: 0.6; TrxR1 inh: 11%; D2 ag: 0.0; Pin1 inh: -13%

Results for Cc1ccc(C(=O)N/C(=C/c2ccco2)C(=O)OCN2C(=O)c3ccccc3C2=O)cc1 ?
TrxR1 substrate: -17%; IDH1 R132H inh: 5%; TRHR PAM: 3; USP1 inh: -6%; D2 antag: 4; TRHR agonist: 0.8; TrxR1 inh: -30%; D2 ag: -3.4; Pin1 inh: 7%

Results for Cc1ccc(S(=O)(=O)CC(=O)N2CCCC2)cc1 ?
TrxR1 substrate: 7%[57.1 µM]; IDH1 R132H inh: -1%; TRHR PAM: -5; USP1 inh: -5%; D2 antag: 14; TRHR agonist: -0.3; TrxR1 inh: 6%; D2 ag: -0.1; Pin1 inh: 0%

Results for CCC1CCCCN1S(=O)(=O)c1cc2c3c(c1)CC(=O)N3CCC2 (centres undefined) ?
TrxR1 substrate: -3%[57.1 µM]; IDH1 R132H inh: -23%; TRHR PAM: 1; USP1 inh: inconclusive; TRHR agonist: 0.0; TrxR1 inh: 11%[57.1 µM]; D2 ag: 0.6; Pin1 inh: -15%

Results for CC(C)NC(=O)C1=NN(c2ccccc2)C(=O)CC1 ?
TrxR1 substrate: 7%[57.1 µM]; IDH1 R132H inh: 3%; TRHR PAM: 2; USP1 inh: -14%; D2 antag: 7; TRHR agonist: 0.7; TrxR1 inh: 5%[57.1 µM]; D2 ag: 0.2; Pin1 inh: -3%

What do the screens show for `CCOc1ccc(C2c3c(oc4cc(C)c(C)cc4c3=O)C(=O)N2c2ccccn2)cc1` (centres undefined)?
TrxR1 substrate: 6%; IDH1 R132H inh: 3%; TRHR PAM: 1; USP1 inh: -7%; TRHR agonist: 0.1; TrxR1 inh: 8%; D2 ag: 0.2; Pin1 inh: 3%

How did CCOc1ccccc1C(=O)NC1CCNCC1 do in these assays?
TrxR1 substrate: -15%; IDH1 R132H inh: -3%; TRHR PAM: -3; USP1 inh: 4%; D2 antag: -3; TRHR agonist: 0.3; TrxR1 inh: inconclusive; D2 ag: -0.4; Pin1 inh: -1%

Results for O=C(CN(C(=O)c1csnn1)c1ccc(F)c(Cl)c1)NCc1ccc2c(c1)OCO2 ?
TrxR1 substrate: 2%; IDH1 R132H inh: 6%; TRHR PAM: 3; USP1 inh: -15%; D2 antag: -20; TRHR agonist: -0.1; TrxR1 inh: 10%; D2 ag: -0.9; Pin1 inh: 0%

What do the screens show for `O=C(CCCOc1ccccc1)Nc1ccc(Cl)c(S(=O)(=O)N2CCOCC2)c1`?
TrxR1 substrate: -4%; IDH1 R132H inh: 9%; USP1 inh: -21%; TrxR1 inh: 2%; Pin1 inh: 20%

Results for Cc1nc(SCC(=O)Nc2ccc3[nH]c(=O)[nH]c3c2)nc(C)c1C ?
TrxR1 substrate: 12%[57.1 µM]; IDH1 R132H inh: 10%; USP1 inh: -2%; TrxR1 inh: 18%[57.1 µM]; Pin1 inh: 7%

How did COc1cc(/C=C2\SC(=S)N(NC(=O)c3ccccc3OC)C2=O)ccc1O do in these assays?
TrxR1 substrate: -4%[57.1 µM]; IDH1 R132H inh: inconclusive; TRHR PAM: 7; USP1 inh: -13%; D2 antag: -15; TRHR agonist: 29; TrxR1 inh: -2%[57.1 µM]; D2 ag: 13; Pin1 inh: inconclusive

What do the screens show for `CCN1CCN(C(c2cccs2)C(C)NC(=O)c2cccnc2)CC1` (centres undefined)?
TrxR1 substrate: -3%[57.1 µM]; IDH1 R132H inh: -9%; TRHR PAM: -3; USP1 inh: 1%; D2 antag: 5; TRHR agonist: 0.0; TrxR1 inh: -22%[57.1 µM]; D2 ag: 0.0; Pin1 inh: 2%

How did CCOc1ccc(N(C)Cc2cc(=O)oc3ccc(OCC)cc23)cc1 do in these assays?
TrxR1 substrate: 11%[57.1 µM]; IDH1 R132H inh: 6%; TRHR PAM: 4; USP1 inh: -5%; D2 antag: -24; TRHR agonist: 0.1; TrxR1 inh: 13%[57.1 µM]; D2 ag: -0.5; Pin1 inh: 6%

Results for CCOC(=O)c1cnc(-c2ccc(C(F)(F)F)cn2)[nH]c1=O ?
TrxR1 substrate: 3%[57.1 µM]; IDH1 R132H inh: 7%; TRHR PAM: -2; USP1 inh: -17%; D2 antag: 1; TRHR agonist: -0.2; TrxR1 inh: 5%[57.1 µM]; D2 ag: 0.9; Pin1 inh: -9%

Results for CCN(c1ccccc1)C1(O)C(=O)c2ccccc2C1=O ?
TrxR1 substrate: 4%[57.1 µM]; IDH1 R132H inh: 0%; TRHR PAM: 6; USP1 inh: -6%; D2 antag: 4; TRHR agonist: 0.1; TrxR1 inh: 10%[57.1 µM]; D2 ag: -0.4; Pin1 inh: -1%

What do the screens show for `COc1ccccc1C(=O)Nc1ccc(-c2nnn(CC(=O)N3CCN(C(=O)c4ccco4)CC3)n2)cc1`?
TrxR1 substrate: 8%[57.1 µM]; IDH1 R132H inh: 1%; TRHR PAM: -9; USP1 inh: -21%; D2 antag: -11; TRHR agonist: -1.4; TrxR1 inh: 13%[57.1 µM]; D2 ag: -1.0; Pin1 inh: 21%

Results for COc1cc(NC(=S)NCCC(c2ccccc2)c2ccccc2)c(OC)cc1Cl ?
TrxR1 substrate: -4%; IDH1 R132H inh: 1%; TRHR PAM: -4; USP1 inh: -7%; D2 antag: 9; TRHR agonist: 0.8; TrxR1 inh: 5%; D2 ag: 0.5; Pin1 inh: 12%

What do the screens show for `CCOC(=O)C1=C(C)NC(=O)NC1/C=C\c1ccccc1` (centres undefined)?
TrxR1 substrate: 9%; IDH1 R132H inh: 6%; TRHR PAM: 5; USP1 inh: -11%; D2 antag: 0; TRHR agonist: 0.2; TrxR1 inh: 16%; D2 ag: -0.1; Pin1 inh: 0%

What do the screens show for `COc1cc(OC)c2c(C)cc(=O)oc2c1C(CCN1CCOCC1)c1ccc2c(c1)OCO2` (centres undefined)?
TrxR1 substrate: 10%; IDH1 R132H inh: -8%; TRHR PAM: -1; USP1 inh: -25%; D2 antag: 25; TRHR agonist: 0.0; TrxR1 inh: 18%; D2 ag: 0.2; Pin1 inh: 0%

Results for Cc1ccc(SC[C@H](Cc2ccccc2)N2CC[C@@H](NC(=O)OCc3ccccc3)CCC2=O)cc1 ?
TrxR1 substrate: 6%; TRHR PAM: 1; D2 antag: 8; TRHR agonist: -0.2; TrxR1 inh: 18%; D2 ag: 0.4

What do the screens show for `CC(OC(=O)C1CCCC1)C(=O)Nc1ccc(S(N)(=O)=O)cc1` (centres undefined)?
TrxR1 substrate: 4%; IDH1 R132H inh: 1%; TRHR PAM: -1; USP1 inh: -2%; D2 antag: -13; TRHR agonist: 0.0; TrxR1 inh: 4%; D2 ag: 0.5; Pin1 inh: -2%

Results for O=S1(=O)CCN2C(=N1)Sc1c2ccc2c1CCCC2 ?
TrxR1 substrate: -5%; IDH1 R132H inh: 3%; TRHR PAM: 6; USP1 inh: -5%; D2 antag: -10; TRHR agonist: -1.1; TrxR1 inh: -3%; D2 ag: -1.3; Pin1 inh: 5%

Results for COc1ccc(NC(=O)C2CC(c3ccccc3Cl)=NO2)cc1 (centres undefined) ?
TrxR1 substrate: 6%; IDH1 R132H inh: 7%; TRHR PAM: 2; USP1 inh: -21%; D2 antag: 11; TRHR agonist: -0.1; TrxR1 inh: 1%[57.1 µM]; D2 ag: -0.1; Pin1 inh: 1%

Some of these compounds in order of SMILES length, low to high:
What do the screens show for `CCN1CCN(C(c2cccs2)C(C)NC(=O)c2cccnc2)CC1` (centres undefined)?
TrxR1 substrate: -3%[57.1 µM]; IDH1 R132H inh: -9%; TRHR PAM: -3; USP1 inh: 1%; D2 antag: 5; TRHR agonist: 0.0; TrxR1 inh: -22%[57.1 µM]; D2 ag: 0.0; Pin1 inh: 2%

How did CCOc1ccc(N(C)Cc2cc(=O)oc3ccc(OCC)cc23)cc1 do in these assays?
TrxR1 substrate: 11%[57.1 µM]; IDH1 R132H inh: 6%; TRHR PAM: 4; USP1 inh: -5%; D2 antag: -24; TRHR agonist: 0.1; TrxR1 inh: 13%[57.1 µM]; D2 ag: -0.5; Pin1 inh: 6%

What do the screens show for `CC(OC(=O)C1CCCC1)C(=O)Nc1ccc(S(N)(=O)=O)cc1` (centres undefined)?
TrxR1 substrate: 4%; IDH1 R132H inh: 1%; TRHR PAM: -1; USP1 inh: -2%; D2 antag: -13; TRHR agonist: 0.0; TrxR1 inh: 4%; D2 ag: 0.5; Pin1 inh: -2%
